# MBNL1-CUG inh: inhibitors of human MBNL1 binding to CUG repeat RNA. Q9NR56. Potency, µM (series often up to 57.5 µM), inactives show at the highest dose activity change, negative = inhibition, most hits filed as inhibitors. hit rate 0.036% among 280,000. TR-FRET MBNL1-His/biotin-(CUG)12 binding, 665/545 ratio. AID 2675; active means well fitted inhibition curve with a large enough effect in the signal ratio, with a control signal flat, not every such curve was filed as active; inconclusive means small, poorly fitted or top-dose-only effect, or effect the other way, or a change in a side signal; inactive means no such curve, though single readings can be large or run the other way; the % refers to the signal ratio; further: potency means the concentration at half of the fitted maximal effect; on the % scale 0 is the no-effect control and ±100 the full control effect
#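 Ratiometric TR-FRET (665 over 545 nm, excitation 340 nm) tracks disruption of MBNL1-His/biotin-(CUG)12 complex after 60 min at room temperature, with compounds at 92 nM to 58 uM final.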
# USP2a block: inhibitors of human ubiquitin-specific protease USP2a | O75604 | USP2 core, Ub-CHOP2 coupled fluorogenic reporter, 485/531 | Potency, µM (series often up to 38.3 µM), for inactives: top-dose activity change, negative = inhibition, most hits filed as inhibitors | hit rate 0.01% among 330,000 | AID 463254;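 further: potency means the concentration at half of the fitted maximal effect; plate controls were DMSO wells for no effect and full inhibition by NEM control for full effect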
#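 Cell-free coupled assay: 10nM USP2 core preincubated 30min RT with compound in Tris-HCl pH 8.0/CaCl2/CHAPS buffer, then 25nM Ub-CHOP2 and 25nM reporter substrate; fluorescence (Ex 485/Em 531) read after 60min RT, normalized to NEM inhibition, concentration-response curves fitted.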
# GALK inhibitor: galactokinase (human) inhibition; Purified GALK, Kinase-Glo residual ATP luminescence; Potency, µM (highest dose often 57.5 µM), for the others: top-dose activity change, negative = inhibition, usual class: inhibitors; hit rate 0.007% among 270,000; P51570; further: potency means the concentration at half of the fitted maximal effect; on the % scale 0 is the no-effect control and ±100 the full control effect
# Target sequence (P51570 whole entry, looked up): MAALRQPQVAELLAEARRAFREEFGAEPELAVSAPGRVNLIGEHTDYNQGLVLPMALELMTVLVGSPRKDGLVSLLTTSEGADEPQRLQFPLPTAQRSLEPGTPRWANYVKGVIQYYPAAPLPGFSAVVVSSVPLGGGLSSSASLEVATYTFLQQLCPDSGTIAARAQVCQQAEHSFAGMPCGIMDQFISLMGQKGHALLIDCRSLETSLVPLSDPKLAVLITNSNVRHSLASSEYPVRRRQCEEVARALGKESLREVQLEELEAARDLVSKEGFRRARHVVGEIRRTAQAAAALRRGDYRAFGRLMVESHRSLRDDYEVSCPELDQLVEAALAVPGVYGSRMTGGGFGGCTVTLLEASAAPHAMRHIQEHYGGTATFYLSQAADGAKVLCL
#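 Compounds were pin-transferred into ATP buffer (35 uM final), then GALK plus galactose (5 nM, 100 uM final) was added. After 1 h at room temperature, Kinase-Glo Plus was added and luminescence read after 10 min.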
# Menin-MLL TR inh: inhibitors of human menin-MLL interaction, mutant MLL peptide; hit rate 0.23% among 270,000; Menin + Texas Red MLL mutant peptide, fluorescence polarization; Potency, µM (doses to about 61.6 µM), for the others: at the highest dose FP activity change, negative = inhibition, usual class: inhibitors; active means well fitted inhibition curve with a large enough effect in the polarisation, with a control signal flat, not every such curve was filed as active; inconclusive means small, poorly fitted or top-dose-only effect, or effect the other way, or a change in a side signal; inactive means no such curve, though single readings can be large or run the other way; the % refers to the polarisation; further: potency means the concentration at half of the fitted maximal effect; % of control where 0% means no effect; many of its hits are not listed in these tables
# BCR signal inh: blocks chronic active B-cell receptor signaling | ABC-DLBCL IkBa-CBG/CBR reporter, luminescence ratio, 4 h | Potency, µM (titrated, usually from 46.1 µM), without a hit: at the top dose ratio change, negative = lower green/red ratio, hits mostly inhibitors | hit rate 0.05% among 340,000 | AID 493014; active means well fitted inhibition curve with a large enough effect in the signal ratio, with a control signal flat, not every such curve was filed as active; inconclusive means small, poorly fitted or top-dose-only effect, or effect the other way, or a change in a side signal; the % refers to the signal ratio;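 further: potency means the concentration at half of the fitted maximal effect; plate controls were basal doxycycline-induced cells for no effect and cells given 10 µM MG132 for full effect; MG132 reads +100%, hits lower the ratio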
#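 Concentration-response series (up to 46 uM) were applied to TMD8 dual-reporter cells for 4 h at 37C with doxycycline. Green/red ratio, after filter-overlap correction, defined %Activity; red signal alone was normalised to basal cells and zero luminescence.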
# hERG WT inh: KCNH2 (human, wildtype) channel inhibition; Q12809; activity change, % at 1.84 µM; hit rate 0.37% among 340,000; AID 720551; U2OS, BacMam KCNH2, thallium flux FluxOr; hits give low values;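 active means maximum activity change below -70%; inconclusive means maximum activity change between -70% and -50%; inactive means maximum activity change above -50%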; further: on the % scale 0 is the no-effect control and ±100 the full control effect
#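 U2OS cells transduced with wild-type KCNH2 virus are loaded with FluxOr dye for 45 min, and thallium flux is measured in kinetic reads before and after stimulation buffer. Rate constants are normalized to DMSO controls.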
# TSHR antagonist: antagonists of human thyroid stimulating hormone receptor | P16473 | TSHR-expressing cells, TSH-stimulated cAMP HTRF, 2 h; hits give low values | activity change, negative = inhibition, % at 11.5 µM | hit rate 0.2% among 330,000 | AID 504810;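 active means activity change below a set negative limit, meaning inhibition stronger than a set level, cut at about -70% in these data; inconclusive means activity change between two set negative limits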; further: on the % scale 0 is the no-effect control and ±100 the full control effect
#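 Cell-based HTRF cAMP assay; TSHR cells + compound, TSH EC80 (4nM final), 2 h, 37 deg C. Lysis with anti-cAMP cryptate and cAMP-d2, 30 min RT, read 665/620 nm.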
# Eya2 phos inh: inhibitors of human Eya2 phosphatase activity; O00167; recombinant Eya2, OMFP fluorescence dephosphorylation (OMFP is methylfluorescein phosphate); Potency, µM (top dose mostly 76.9 µM), for inactives: at the top dose activity, negative = inhibition, most hits filed as inhibitors; hit rate 0.006% among 330,000; further: potency means the concentration at half of the fitted maximal effect; on the % scale 0 is the no-effect control and ±100 the full control effect
#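 Eya2 (0.2 uM) preincubated 10 min at ambient with compound, then OMFP substrate added at 50 uM; 10 min reaction in 50 mM HEPES pH 7.5, 50 mM NaCl, 5 uM MgCl2, 0.05% BSA, 1 mM DTT. Fluorescence read at Ex 485/Em 525 nm.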
# S-ASM inh: inhibitors of human secretory acid sphingomyelinase; placental ASM, HMU-PC fluorogenic substrate, 60 min; Potency, µM (doses to about 57.5 µM), without a hit: top-dose activity change, negative = inhibition, usual class: inhibitors; hit rate 0.006% among 340,000; further: potency means the concentration at half of the fitted maximal effect
# Target sequence (P17405 47-631 limits assumed): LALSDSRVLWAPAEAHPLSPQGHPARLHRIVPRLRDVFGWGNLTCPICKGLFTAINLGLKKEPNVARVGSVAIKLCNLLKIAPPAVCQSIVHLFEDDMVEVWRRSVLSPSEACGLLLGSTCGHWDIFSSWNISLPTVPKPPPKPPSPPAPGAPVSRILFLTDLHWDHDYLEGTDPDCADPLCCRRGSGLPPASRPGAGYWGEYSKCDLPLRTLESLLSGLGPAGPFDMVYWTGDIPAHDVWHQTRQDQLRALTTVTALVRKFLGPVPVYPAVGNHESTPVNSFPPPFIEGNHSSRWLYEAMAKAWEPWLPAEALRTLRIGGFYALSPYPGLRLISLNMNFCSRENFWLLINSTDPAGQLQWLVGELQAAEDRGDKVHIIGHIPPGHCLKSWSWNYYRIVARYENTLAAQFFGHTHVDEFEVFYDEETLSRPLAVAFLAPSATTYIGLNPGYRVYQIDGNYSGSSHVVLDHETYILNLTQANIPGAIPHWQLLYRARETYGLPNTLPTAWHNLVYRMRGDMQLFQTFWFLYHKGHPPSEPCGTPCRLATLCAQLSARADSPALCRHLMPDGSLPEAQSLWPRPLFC
#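 Human placenta-derived ASM preincubated with compound 10 min at room temperature, then reacted with 9 uM (final) fluorogenic HMU-PC substrate for 60 min at 37 C. Stop solution raises pH to 10; fluorescence read at Ex 386/Em 447 nm.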
# PKM2 act: increases activity of human pyruvate kinase M2; purified PKM2, Kinase-Glo ATP luminescence, activation; response scale: 0% is enzyme alone, no compound; Potency, µM (highest dose often 57.5 µM), for the others: at the top dose activation, hits mostly activators; hit rate 0.34% among 260,000; AID 1631; further: potency means the concentration at half of the fitted maximal effect; on the % scale 0 is the no-effect control and ±100 the full control effect; nearly all actives have a fitted effect of over 55% in size
#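 Purified hPK-M2 (>95%) run at intermediate activity with 0.1 mM ADP and 0.5 mM PEP in 50 mM imidazole pH 7.2, KCl, MgCl2; 1 h room temperature. ATP formed read by Kinase-Glo luminescence; normalized to uninhibited and no-enzyme controls.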
# Mito fusion yeast: mitochondrial division inhibition or fusion activation | S. cerevisiae fusion-defective mutant growth rescue, CellTiterGlo 48 h | Potency, µM (titrated, usually from 46.1 µM), for inactives: top-dose growth rescue (activation), actives largely listed as activators | hit rate 0.23% among 320,000;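 further: potency means the concentration at half of the fitted maximal effect; % of control where 0% means no effect; nearly all actives have a fitted effect of over 45% in size; temperature-sensitive fusion mutants such as fzo1-1 at 37 °C on non-fermentable ethanol glycerol medium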
#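 Luminescent cell viability in 1536-well qHTS format served as the measure of rescued growth in ts fusion-mutant S. cerevisiae cultured on non-fermentable YPEG for 48 hours at 37C.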
# An asterisk follows results filed as active; i = inactive; ? = inconclusive; . = no result given; & = joins results of further samples; [ ] = dose if it differs, or a comment. Unless noted, the call rests on the fitted dose curve; in most records, active means well fitted curve in the direction sought with a large enough effect; inconclusive means small, poorly fitted or top-dose-only effect, or another doubt; inactive means no such curve, though single readings can be large; an effect the other way counts as inactive or inconclusive. A portion of the library; rates above refer to the full screens.
1. CC12CN3CCN(CC(C3)/C1=N/NC(N)=O)C2
2. COC(=O)C1=C(c2ccc(F)cc2OCc2ccccc2)C[C@@H]2CC[C@H]1N2C(=O)NCc1cccc(C(F)(F)F)c1
3. CC1CCC(NCC(O)c2ccccc2)CC1 (centres undefined)
4. CCOP(=O)(OCC)Oc1cc(C)c(N(C)C)c(C)c1
5. O=C1NC(=S)NC(=O)C12C(c1ccccc1)NC(=S)NC2c1ccccc1 (centres undefined)
6. CCc1ccccc1NC(=O)CN1CCN(C(=O)COc2ccccc2C#N)CC1

assay / compound	1	2	3	4	5	6
MBNL1-CUG inh	.	.	5%	2%	-6%	.
USP2a block	0%	3%	7%	4%	6%	0%
GALK inhibitor	-1%	.	2%	-3%	.	.
Menin-MLL TR inh	.	.	-1%	?	40%[activator]	.
BCR signal inh	4%	-7%	3%	?	-1%	?
hERG WT inh	4	.	2	2	i	-17
TSHR antagonist	4	8	8	-5	2	-17
Eya2 phos inh	-1%	-10%	-4%	-22%	-2%	-17%
S-ASM inh	-2%	1%	-1%	1%	-2%	2%
PKM2 act	1%	.	-3%	-1%	8%	.
Mito fusion yeast	-1%	15%	-4%	2%	-2%	-4%

7. Brc1cc(Br)c(Oc2cc(Br)c(Br)cc2Br)cc1Br
8. O=C(NC1(C(F)(F)F)Oc2ccc(Cl)cc2O1)N1CCC2(CC1)OCCO2 (centres undefined)
9. O=C1C2(c3ccccc3)CN3CN(C2)CC1(c1ccccc1)C3
10. CN1C[C@H](CO)C[C@@H]2c3cccc4[nH]cc(c34)C[C@H]21
11. CC1(C)CSC(Nc2ccc(F)c(Cl)c2)=N1
12. COC(=O)C1=C(c2ccc(-c3ccccc3)c(F)c2)C[C@@H]2CC[C@H]1N2C(=O)NCCc1ccccc1

assay / compound	7	8	9	10	11	12
MBNL1-CUG inh	.	2%	-6%	?	-13%	.
USP2a block	0%	5%	-7%	0%	0%	-3%
GALK inhibitor	.	0%	2%	9%	14%	.
Menin-MLL TR inh	.	1%	2%	-3%	1%	.
BCR signal inh	?	?	8%	1%	-2%	?
hERG WT inh	1	-9	-21	-4	-5	-6
TSHR antagonist	4	-8	5	-6	-11	-71*
Eya2 phos inh	21%	11%	-3%	-5%	2%	-30%
S-ASM inh	-4%	1%	-1%	3%	-1%	-15%
PKM2 act	.	9%	11%	.	0%	.
Mito fusion yeast	12%	0%	-7%	-2%	-6%	?

13. O=C(c1ccccc1F)c1cn(Cc2ccccc2)c2ccccc12
14. C[C@H]1O[C@@H](O[C@H]2[C@@H](O)C[C@H](O[C@H]3[C@@H](O)C[C@H](O[C@H]4CC[C@@]5(C)[C@H](CC[C@@H]6[C@@H]5CC[C@]5(C)[C@@H](C7=CC(=O)OC7)CC[C@]65O)C4)O[C@@H]3C)O[C@@H]2C)C[C@H](O)[C@@H]1O
15. CC(=O)N(C1=NCCCS1)c1ccccc1Cl
16. CNCC(C)c1ccccc1 (centres undefined)
17. O=C(CSc1nnnn1-c1ccccc1)Nc1ccc(N2CCOCC2)c(Cl)c1
18. c1ccc2cc(C3N4CCCN34)ccc2c1 (centres undefined)

assay / compound	13	14	15	16	17	18
MBNL1-CUG inh	6%	10%	0%	-4%	1%	-7%
USP2a block	-1%	0%	-3%	-1%	.	-5%
GALK inhibitor	-4%	.	0%	-1%	1%	-1%
Menin-MLL TR inh	26%	-12%	7%	0%	?	7%
BCR signal inh	9%	?	3%	7%	.	-1%
hERG WT inh	9	4	-9	i	-24	-6
TSHR antagonist	-21	?	6	-2	.	-3
Eya2 phos inh	-7%	-4%	8%	-6%	.	3%
S-ASM inh	-8%	-7%	2%	5%	1%	2%
PKM2 act	-1%	0%	-1%	-1%	0%	3%
Mito fusion yeast	5%	-2%	0%	-3%	-5%	-1%

# Arranged by formula weight (lowest first): some entries from above.
16. CNCC(C)c1ccccc1 (centres undefined)
18. c1ccc2cc(C3N4CCCN34)ccc2c1 (centres undefined)
15. CC(=O)N(C1=NCCCS1)c1ccccc1Cl
13. O=C(c1ccccc1F)c1cn(Cc2ccccc2)c2ccccc12

assay / compound	16	18	15	13
MBNL1-CUG inh	-4%	-7%	0%	6%
USP2a block	-1%	-5%	-3%	-1%
GALK inhibitor	-1%	-1%	0%	-4%
Menin-MLL TR inh	0%	7%	7%	26%
BCR signal inh	7%	-1%	3%	9%
hERG WT inh	i	-6	-9	9
TSHR antagonist	-2	-3	6	-21
Eya2 phos inh	-6%	3%	8%	-7%
S-ASM inh	5%	2%	2%	-8%
PKM2 act	-1%	3%	-1%	-1%
Mito fusion yeast	-3%	-1%	0%	5%

# Values by screen from the entries so far:
# Entries 15–18 in MBNL1-CUG inh, in turn: 0%, -4%, 1%, -7%
# Entries 15–18 in Eya2 phos inh, in turn: 8%, -6%, ., 3%
# Entries 15–18 in S-ASM inh, in turn: 2%, 5%, 1%, 2%

# Continuation.
19. CCCOP(=O)(c1ccc(N(C)C)cc1)C(O)c1c(Cl)cccc1Cl (centres undefined)
20. CC(=O)OC1(c2ccccc2)CCN(C)CC1(C)C (centres undefined)
21. O=C(Nc1ccc(Cl)cc1)N1CC2CC(C1)c1cccc(=O)n1C2 (centres undefined)
22. CSc1ncc(/C=C2/C(=O)NC(=O)N(C3CCCCC3)C2=O)cn1
23. O=C(CNC(=O)OCc1ccccc1)NCC(=O)Nc1ccc(Br)cc1C(=O)c1ccccc1
24. O=[N+]([O-])c1ccc(N2CCCC2)c(F)c1Br

assay / compound	19	20	21	22	23	24
MBNL1-CUG inh	-2%	-11%	-2%	14%	.	?
USP2a block	1%	2%	0%	3%	3%	-2%
GALK inhibitor	.	0%	0%	0%	1%	4%
Menin-MLL TR inh	?	9%	.	?	0%	4%
BCR signal inh	-3%	?	?	7%	1%	1%
hERG WT inh	-3	-5	14	-1	-1	11
TSHR antagonist	-5	0	-1	-11	28	-11
Eya2 phos inh	3%	9%	4%	6%	-3%	1%
S-ASM inh	-1%	3%	-1%	4%	1%	-5%
PKM2 act	.	-4%	0%	22%	-8%	3%
Mito fusion yeast	5%	-1%	-1%	-3%	4%	1%

25. COc1ccc(S(=O)(=O)NC(CC(=O)N2CCC3(CC2)OCCO3)c2ccco2)cc1 (centres undefined)
26. CC(=O)Cc1ccc(OC(C)C)cc1
27. COc1ccc(-[n+]2c(-c3ccccc3)cc(-c3ccccc3)cc2-c2ccccc2)cc1
28. COc1ccc(CN(C)S(=O)(=O)c2nnc(NC(=O)c3ccccc3Br)s2)cc1
29. O=C(c1ccc2c(c1)N(Cc1ccc(F)cc1)CCS2)N1CCC2(CC1)OCCO2
30. NC(C(=O)O)c1cc(=O)[nH]o1 (centres undefined)
31. COc1ccc2c(c1)c(CCN)c(C)n2Cc1ccccc1
32. Cc1ccc(C(=O)NC2CC3CCC(C2)N3)cc1 (centres undefined)
33. O=C(O)c1ccc[nH]c1=S

assay / compound	25	26	27	28	29	30	31	32	33
MBNL1-CUG inh	-2%	.	.	45%[activator]	5%	.	6%	2%	.
USP2a block	0%	10%	4%	4%	4%	1%	1%	3%	1%
GALK inhibitor	-3%	-1%	.	-11%	5%	.	1%	6%	-1%
Menin-MLL TR inh	-7%	.	.	?	-13%	-9%	.	-5%	.
BCR signal inh	3%	1%	?	7%	?	4%	?	0%	0%
hERG WT inh	-2	2	-9	-11	-1	-5	3	18	1
TSHR antagonist	10	-1	-29	-29	-9	-14&19	4	-2	3
Eya2 phos inh	8%	17%	7%	15%	0%	6%&8%	3%	-7%	?
S-ASM inh	2%	-1%	-2%	-21%	63%[activator]	-5%	0%	4%	-1%
PKM2 act	-4%	-2%	.	.	-7%	.	-6%	10%	7%
Mito fusion yeast	-19%	0%	-2%	16%	24%	-15%&13%	-3%	13%	-1%

# Source: PubChem
